EP2 mod – EP2 receptor (human) modulation; AID 940; hit rate 0.83% among 260,000; induction, % at 25 µM; P43116; EP2-expressing cells, cAMP HTRF FRET, PGE2 co-stimulation;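 active means compounds whose cAMP rise, as percent of the full-agonist control response, exceeds 60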;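 further: rat C6 glioma line stably carrying human EP2 under a CMV promoter; the protocol text gives 20 µM as final concentration; 100% = response of wells given 1 µM PGE2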
RBBP9 inhibitor – human RBBP9 hydrolase inhibition; O75884; recombinant RBBP9, FP-Rh probe fluorescence polarization; inhibition, % at 7.94 µM; hit rate 0.2% among 220,000; AID 1515;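 active means inhibition above the campaign mean of all tested compounds plus 3 SD, cut at about 14% in these data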;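 further: plate controls were DMSO wells with RBBP9 for no effect and wells lacking RBBP9 protein for full effect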
Target sequence (O75884 whole entry, looked up): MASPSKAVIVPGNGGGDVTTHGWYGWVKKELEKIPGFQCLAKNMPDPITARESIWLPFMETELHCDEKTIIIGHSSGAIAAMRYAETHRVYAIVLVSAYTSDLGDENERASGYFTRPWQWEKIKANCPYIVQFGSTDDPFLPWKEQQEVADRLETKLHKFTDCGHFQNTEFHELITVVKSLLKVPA
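Test system: recombinant human RBBP9; Timing: 30 min then 45 min, 25 °C; Detection: fluorescence polarization; Control set: RBBP9 with DMSO as uninhibited control, no-protein wells as full inhibition; Compound dosing: one concentration, 7.94 µM nominal, 0.794% DMSO; Probe or stimulus: FP-Rh activity-based probe, 375 nM before mixing.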
TNF death inh – inhibitors of TNF-alpha induced necroptosis in Jurkat FADD-/- cells | Jurkat FADD-/- TNF necroptosis rescue, ATP luminescence, 24 h; 0 = TNF only, 100 = no-TNF cells | activation (protection from cell death), % at 10 µM | hit rate 0.068% among 220,000;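 active means activation, meaning protection from cell death, of at least 50% relative to plate controls; inactive means activation below 50%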;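 further: necroptosis triggered by 40 ng/mL TNF-alpha added together with compound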
Runt-SMMHC FRET – Runt domain-CBFb-SMMHC interaction inhibition | inhibition, % at 20 µM | hit rate 0.74% among 220,000 | Cerulean-Runt/Venus-CBFb-SMMHC FRET ratio 530/480, 1 h;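 active means mean inhibition across duplicate retests at 20 µM reaching about 50%, limit read from the data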;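 further: 0% = DMSO wells and 100% = wells with excess untagged CBFb-SMMHC; inhibitors lower the FRET ratio by blocking Runt binding to CBFb-SMMHC; some results filed as inactive read as strong as hits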
Target sequence (Q01196 whole entry, looked up, the tested form may be a part): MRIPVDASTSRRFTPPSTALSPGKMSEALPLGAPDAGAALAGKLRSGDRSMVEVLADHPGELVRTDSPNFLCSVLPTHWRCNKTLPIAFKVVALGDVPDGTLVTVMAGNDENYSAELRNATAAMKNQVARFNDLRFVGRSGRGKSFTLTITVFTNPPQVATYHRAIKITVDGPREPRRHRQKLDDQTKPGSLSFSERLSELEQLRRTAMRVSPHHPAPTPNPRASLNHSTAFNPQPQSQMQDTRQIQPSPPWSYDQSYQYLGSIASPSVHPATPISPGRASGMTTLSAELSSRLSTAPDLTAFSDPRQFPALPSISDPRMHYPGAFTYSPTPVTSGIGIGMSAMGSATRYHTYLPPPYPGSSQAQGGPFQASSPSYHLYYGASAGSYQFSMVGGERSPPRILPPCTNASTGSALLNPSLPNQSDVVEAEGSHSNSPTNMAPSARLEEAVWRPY
Target sequence (Q13951 whole entry, looked up, the tested form may be a part): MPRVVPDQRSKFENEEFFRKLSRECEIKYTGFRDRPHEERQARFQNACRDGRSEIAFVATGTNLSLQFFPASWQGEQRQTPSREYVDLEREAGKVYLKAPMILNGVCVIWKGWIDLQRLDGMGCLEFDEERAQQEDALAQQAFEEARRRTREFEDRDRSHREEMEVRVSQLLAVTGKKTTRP
zVAD death inh – L929 zVAD cell death inhibition. L929 zVAD necroptosis rescue, ATP luminescence, 24 h; with zVAD 60 µM. viability rescue, % at 10 µM. AID 1377. hit rate 0.38% among 220,000;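 active means activation, scaled between plate controls, above about 75%, limit read from the data; inactive means activation under that limit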;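 further: 0% = zVAD with DMSO and 100% = DMSO alone without zVAD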
Hck Nef HTS – inhibitors of human Hck kinase activated by Nef | P08631 | Recombinant Hck-YEEI plus Nef, Z-Lyte FRET kinase assay | inhibition, % at 20 µM | hit rate 0.68% among 220,000 | AID 463187;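 active means Hck-Nef kinase inhibition above about 50%, limit read from the data; inactive means inhibition below that limit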;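 further: 0% = DMSO with Hck plus Nef and 100% = Hck alone without Nef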
PERK inhibitor – blocks human PERK kinase. CHO PERK-DD fusion, SEAP luminescence translation reporter. inhibition, % at 5.6 µM. Q9NZJ5. hit rate 0.17% among 220,000;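 active means inhibition above the mean inhibition of all tested compounds plus 3 SD, set separately per screening campaign, cut at about 2.9% in these data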;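 further: PERK kinase domain activated by AP20187 dimerizer at 100 nM; 0% = DMSO with dimerizer and 100% = rapamycin at 8.4 µM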
EP2 antag – blocks the human prostaglandin E2 receptor EP2; P43116; C6 glioma cells expressing human EP2, cAMP TR-FRET; cells stimulated with saturating PGE2; inhibition, % at 25 µM; hit rate 0.52% among 260,000; AID 1422;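 active means percent inhibition above 40 after rounding to a whole number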;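 further: rat C6 glioma host cells with rolipram phosphodiesterase inhibitor present; the protocol text gives 20 µM as final concentration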
Runt-CBFb FRET – inhibitors of human RUNX1 Runt domain binding to CBFb. Q01196+Q13951. Cerulean-Runt/Venus-CBFb FRET ratio 530/480, 1 h. inhibition, % at 20 µM. hit rate 0.46% among 220,000. AID 1496;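 active means inhibition over about 50% at 20 µM in the single-dose screen, limit read from the data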;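 further: 0% = DMSO wells and 100% = excess unlabeled CBFb competitor control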
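Measured by: fluorescence energy transfer, 422 nm excitation, 530/480 nm emission; test system: Cerulean-tagged RUNX1 Runt domain (FRET donor) fusion protein; buffer or medium: Tris pH 7.5 buffer with BSA; compound: one dose, 20 µM compound, 1% DMSO; times: two 1 h room-temperature incubations shielded from light; benchmarks: unlabeled CBFb 5 µM, positive control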
* marks the source's active call; other numbers are inactive results; . = no result given; & = joins results of further samples.

SMILES | EP2 mod | RBBP9 inhibitor | TNF death inh | Runt-SMMHC FRET | zVAD death inh | Hck Nef HTS | PERK inhibitor | EP2 antag | Runt-CBFb FRET
CCSc1nnc(NC(=O)CSc2nccn2-c2cccc(C)c2)s1 | 9 | -10 | -0.4 | 1 | 0.0 | 0 | -0.2 | 17 | -2
COc1cc(C#N)c(N=C(SCC#N)N2CCOCC2)cc1OC | -9 | -4 | 1.5 | 1 | 0.7 | -12 | 1.4 | 9 | 0
CCCCCCN(C(=O)CCCCCN1C(=O)NC(c2ccc(-c3ccccc3)cc2)C(C(=O)OCc2ccccc2)=C1C)C(C(=O)NCCCC)c1ccccc1 (stereo unspecified) | 14 | . | 2.4 | 2 | 2.3 | 14 | . | 25 | -2
Cc1cc(-c2nnc3n2N=C(C(C)(C)C)CS3)n[nH]1 | 45 | -8 | -1.6 | -2 | -0.4 | -1 | 1.6 | 19 | 1
CC1=NCCN1S(=O)(=O)c1cc([N+](=O)[O-])ccc1Cl | -5 | 0 | -7.1 | -3 | -0.7 | 13 | 0.3 | 4 | 1
CC(=O)c1c(C)[nH]c(C(=O)OCC(=O)Nc2sc3c(c2C#N)CCCC3)c1C | -54 | -11 | 1.9 | -9 | 1.0 | 10 | 0.7 | 8 | -4
O=c1[nH]c2ccccc2nc1/C=C/c1ccc(Cl)cc1 | 11 | 6 | -0.7 | 37 | 55 | 21 | 1.3 | 8 | -32
CN(c1ccc(S(=O)(=O)N2CCOCC2)cn1)C1CCCCC1 | -12 | 5 | -0.3 | 1 | 0.5 | -1 | 1.5 | 12 | 1
OCC(CO)(CO)NC(=S)Nc1cc(Cl)cc(Cl)c1 | 25 | 3 | 1.6 | -1 | 0.1 | 19 | 2.0 | 2 | 0
COCCNC(=O)CC(=O)N/N=C/c1ccc(C(=O)OC)cc1 | -7 | 3 | 0.3 | 1 | 1.5 | 17 | 1.1 | 7 | 2
CC(C)n1c(SC2CCOC2=O)nc2ccccc21 (stereo unspecified) | 38 | -8 | -2.9 | 1 | -0.1 | 0 | 1.5 | . | 2
CCOC(=O)N1CCN(C(=O)CSc2nnc(Cc3cccn3C)n2CCc2ccccc2)CC1 | 5 | -13 | -2.9 | 0 | 0.2 | 2 | -0.6 | 8 | -5
COc1ccc(CNc2nc(-c3cccnc3)nn2C(=O)CC(C)C)cc1 | 31 | -4 | 1.0 | -5 | 61 | 17 | -0.1 | 8 | -6
COc1ccccc1N1CCN(C(=O)CSc2ccc3c(C)cc(C)nc3n2)CC1 | 15&-15 | 0 | -0.9 | -6 | -0.1 | 1 | -0.8 | 7&11 | 1
O=C(Nc1nc2c(s1)CN(Cc1ccccc1)CC2)C1CCCC1 | 0 | -4 | 3.8 | 118* | 30 | 28 | 0.7 | 4 | 53*
CCOC(=O)C1(Cc2ccccc2C)CCCN(C(=O)c2ccnn2C)C1 (stereo unspecified) | -12 | -2 | 1.3 | -2 | 1.2 | -1 | 0.8 | 5 | 0
CC(NS(=O)(=O)c1ccc(CCC(=O)NCC2CCCO2)cc1)c1ccccc1 (stereo unspecified) | 3 | -11 | 0.2 | -5 | -0.2 | -7 | 0.0 | 11 | 1
O=C(CSCc1ccco1)c1ccc(Cl)s1 | 19 | -9 | 1.7 | 1 | 0.5 | 0 | 0.6 | 14 | 2
Cc1cc(Cl)c2cc3ccccc3cc2n1 | 54 | -14 | -0.5 | -5 | -0.3 | 6 | 0.3 | 6 | -1
O=C(Nn1c(SCc2cccc([N+](=O)[O-])c2)nc2ccccc2c1=O)c1ccccc1 | 25 | -3 | 0.3 | -2 | 0.5 | 3 | -0.8 | 5 | -1
COC(=O)c1cc(OC)c(OC)cc1NC(=O)c1ccc(C)cc1 | 27 | -7 | -0.9 | -2 | -0.7 | 0 | -1.4 | 2 | 1
COc1ccc(CN(C)CC(=O)Nc2ccccc2C(F)(F)F)c(OC)c1 | 18 | -5 | 0.7 | -2 | -0.1 | 2 | 0.2 | 2 | -5
N#C/C(=C(/O)COc1cccc2ccccc12)c1nc2ccccc2[nH]1 | -28 | -8 | -2.3 | -22 | -0.3 | 0 | -0.9 | 11 | -1
C=CCN1C(=O)C2C3CC(=O)C(c4ccccc43)C2C1=O (stereo unspecified) | -5 | -4 | -0.2 | -3 | 0.8 | -7 | 0.6 | 10 | -1
COc1ccccc1C/C(N)=N/OC(=O)COc1ccc2ccccc2c1 | -36 | 7 | -1.8 | 0 | 0.3 | 0 | 1.8 | 4 | 0
COc1nc(NC23CC4CC(CC(C4)C2)C3)nc(OC)n1 | 29 | -8 | -1.7 | 2 | 0.6 | 0 | -0.7 | 11 | -2
O=Cc1ccccc1OS(=O)(=O)c1ccccc1 | -14 | 1 | 0.8 | 3 | -0.3 | 5 | 1.5 | 2 | 2
Cc1cccc(-n2c(N)cc(=O)nc2SCC(=O)Nc2cc(C)on2)c1 | 12 | -3 | 1.0 | 2 | 1.7 | -1 | 0.2 | 9 | 1
Cn1cc(CN2CCN(c3ncccn3)CC2)c(-c2cccc(Cl)c2)n1 | -4 | -10 | 0.3 | 2 | 2.7 | 20 | 0.1 | 5 | -2
CNC(=O)c1ccc(OC2CSC2)cc1 | -26&11 | 6 | -0.1 | -2 | 1.0 | 0 | 0.1 | 10&14 | -2
COc1ccc(-c2nsc(SCC(=O)NCC3CCCO3)n2)cc1 (stereo unspecified) | -31 | -4 | 1.0 | -3 | 1.3 | 21 | 0.1 | 6 | 1
CCc1nnc(NC(=O)CSc2nc3ccccc3s2)s1 | -10 | 0 | 1.1 | -52 | 1.0 | 1 | 1.4 | 8 | -1
CS(=O)(=O)c1ccc2nc(NC(=O)c3cccs3)sc2c1 | 3 | 2 | -13 | -10 | 0.0 | 7 | -0.2 | 15 | -2
O=C(Nc1nccs1)c1cc2sccc2n1Cc1ccc(F)cc1 | 1 | -3 | 0.2 | -1 | 1.1 | -20 | 0.6 | 11 | 2
O=C(CSc1nnc(-c2ccccc2)o1)n1c2c(c3ccccc31)CCCC2 | 15 | 1 | -1.5 | 0 | 1.2 | 2 | 2.3 | 13 | 0
O=C(NCCc1ccc(Cl)cc1)C1CCC(CNc2nc(=S)[nH]c3ccccc23)CC1 (stereo unspecified) | -39 | -10 | 0.6 | -5 | 0.0 | 27 | 0.3 | 4 | -2
Cc1cccc2sc(NS(C)(=O)=O)nc12 | -6 | 3 | 0.3 | 2 | 0.6 | 13 | 1.4 | 5 | 0
Cc1ccc(C(=O)n2nc(-c3ccco3)nc2N)cc1 | 12 | -2 | -3.1 | 2 | 0.4 | -6 | 1.7 | 5 | 6
CCOC(=O)NC1(C(F)(F)F)C(=O)N(Cc2ccccc2)C2=C1C(=O)CC(C)(C)C2 (stereo unspecified) | -12 | -4 | -1.2 | 3 | -0.1 | 2 | -0.5 | 8 | -2
C=CCn1c(SCC(=O)N2CCCC2)nc2scc(-c3cccs3)c2c1=O | -36 | 1 | 0.0 | -8 | 0.5 | 0 | -0.6 | . | -3
C=CCn1c(CCCNC(=O)CCC)nc2ccccc21 | 13 | -4 | 0.6 | 5 | 0.0 | 10 | 0.1 | 5 | -2
CCOC(=O)c1nnn(-c2nonc2N)c1CSc1ccccc1 | -9 | -6 | 0.7 | 1 | 0.4 | 3 | -0.6 | 7 | -1
Cc1ccc(Cn2ncc(C)c2N)o1 | 16 | -4 | 4.6 | 1 | -0.9 | 12 | -0.5 | 2 | -1
CC(=O)c1ccc(OCCCN2CCCCC2)cc1 | -16 | -7 | -0.3 | -7 | 0.1 | 0 | -0.2 | 4 | 1
CSc1nc2nc(C(F)(F)F)cc(-c3ccccc3)n2n1 | -14 | -6 | 0.3 | -1 | -0.7 | 8 | 0.0 | 13 | 3
O=C(Cn1nnc(-c2ccc(F)cc2)n1)N1CCCCC1 | 7 | 1 | 1.9 | -2 | 0.5 | 14 | 0.8 | 9 | -2
COc1ccc(Br)c2oc(S)cc(=O)c12 | 16 | -1 | 3.1 | 24 | 5.3 | 10 | 1.1 | 20 | 35
O=C1c2ccccc2C(=O)N1CCCc1nc2ccccc2c(=O)n1Cc1ccco1 | -17 | -7 | -0.7 | 7 | 0.1 | 0 | -0.5 | 15 | 130*
C=CCN=c1sc(C(=O)OC)cc(=O)n1CC=C | 26 | -6 | -0.7 | -2 | -0.4 | 4 | 1.3 | 2 | 0
Cc1cc(-c2csc(NC(=O)c3ccc(S(=O)(=O)N(C)C)cc3)n2)c(C)n1-c1ccccc1 | 4 | -6 | -2.6 | -15 | 0.1 | 0 | 0.0 | 5 | 0
C(=N\N1CCN(C2c3ccccc3-c3ccccc32)CC1)/c1ccncc1 | 61* | 2 | -3.1 | 5 | 0.6 | 1 | -0.3 | 9 | -3
CCOC(=O)/C(=N/Nc1ccccc1)Sc1nnnn1-c1ccc(C)cc1 | -1 | -2 | 1.4 | 5 | 2.7 | 4 | 0.4 | 2 | 0

Of the compounds above, nine contain two or more sulfur atoms:
SMILES | EP2 mod | RBBP9 inhibitor | TNF death inh | Runt-SMMHC FRET | zVAD death inh | Hck Nef HTS | PERK inhibitor | EP2 antag | Runt-CBFb FRET
CCSc1nnc(NC(=O)CSc2nccn2-c2cccc(C)c2)s1 | 9 | -10 | -0.4 | 1 | 0.0 | 0 | -0.2 | 17 | -2
O=C(CSCc1ccco1)c1ccc(Cl)s1 | 19 | -9 | 1.7 | 1 | 0.5 | 0 | 0.6 | 14 | 2
COc1ccc(-c2nsc(SCC(=O)NCC3CCCO3)n2)cc1 (stereo unspecified) | -31 | -4 | 1.0 | -3 | 1.3 | 21 | 0.1 | 6 | 1
CCc1nnc(NC(=O)CSc2nc3ccccc3s2)s1 | -10 | 0 | 1.1 | -52 | 1.0 | 1 | 1.4 | 8 | -1
CS(=O)(=O)c1ccc2nc(NC(=O)c3cccs3)sc2c1 | 3 | 2 | -13 | -10 | 0.0 | 7 | -0.2 | 15 | -2
O=C(Nc1nccs1)c1cc2sccc2n1Cc1ccc(F)cc1 | 1 | -3 | 0.2 | -1 | 1.1 | -20 | 0.6 | 11 | 2
Cc1cccc2sc(NS(C)(=O)=O)nc12 | -6 | 3 | 0.3 | 2 | 0.6 | 13 | 1.4 | 5 | 0
C=CCn1c(SCC(=O)N2CCCC2)nc2scc(-c3cccs3)c2c1=O | -36 | 1 | 0.0 | -8 | 0.5 | 0 | -0.6 | . | -3
Cc1cc(-c2csc(NC(=O)c3ccc(S(=O)(=O)N(C)C)cc3)n2)c(C)n1-c1ccccc1 | 4 | -6 | -2.6 | -15 | 0.1 | 0 | 0.0 | 5 | 0

Assay outcomes as filed in PubChem.

Some of the compounds tested; count on the stated rates, not on these rows.
